# Screening data: PubChem BioAssay, National Center for Advancing Translational Sciences (NCATS)
# A549 tox – A549 cytotoxicity, counter-screen for Nrf2 inhibitors; A549 ARE-Fluc cells, CellTiter-Fluor viability, 18-24 h; Potency, µM (highest dose often 46 µM), inactives show at the highest dose activity change, negative = cytotoxicity, actives largely listed as inhibitors; hit rate 0.16% among 390,000; further: potency means the concentration at half of the fitted maximal effect; on the % scale 0 is the no-effect control and ±100 the full control effect
#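 A549 ARE_Fluc cells in 5% FBS OPTI-MEM were exposed to compounds in concentration-response for 18-24 h at 37 deg C. Viability was read by CellTiter-Fluor fluorescence (Ex 405/Em 525) after 30 min, before the luciferase read.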
# Nrf2 inh – inhibitors of Nrf2 signaling; A549 ARE-Fluc reporter, luciferase luminescence, 18-24 h; hit rate 2.1% among 360,000; Potency, µM (highest dose often 46 µM), without a hit: top-dose activity change, negative = inhibition, most hits filed as inhibitors; further: potency means the concentration at half of the fitted maximal effect; on the % scale 0 is the no-effect control and ±100 the full control effect; nearly all actives have a fitted effect of over 60% in size
#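 A549 ARE_Fluc cells (5000/well, 5% FBS OPTI-MEM) pre-incubated 2 h, then treated with compounds 18-24 h at 37C/5% CO2 in concentration-response. CellTiter-Fluor viability read first; BugLite luciferase luminescence after 15 min at room temperature gives Nrf2 activity.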
# MCF10A rerep – induces DNA re-replication in MCF 10a normal breast cells. hit rate 2.9% among 350,000. Potency, µM (series often up to 46.1 µM), inactives show top-dose activity, positive = re-replication, actives largely listed as activators. MCF 10A DNA re-replication, Hoechst nuclear intensity, 48 h; further: potency means the concentration at half of the fitted maximal effect; % of control where 0% means no effect; nearly all actives have a fitted effect of over 50% in size
# ATXN2 expr inh – reduces ATXN2 reporter expression in HEK-293 cells; hit rate 0.72% among 360,000; Potency, µM (highest dose often 57 µM), without a hit: at the highest dose activity change, negative = inhibition, actives largely listed as inhibitors; HEK-293 ATXN2-luciferase reporter, luminescence, 24 h; further: potency means the concentration at half of the fitted maximal effect; on the % scale 0 is the no-effect control and ±100 the full control effect; nearly all actives have a fitted effect of over 55% in size
#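 ATXN2-luciferase reporter cells (luciferase flanked by upstream and downstream ATXN2 gene portions) were treated 24 h at 37 °C with compounds at up to 57 uM. SteadyGlo luminescence gave expression; GF-AFC fluorescence gave viability.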
# TGFb SMAD3 inh – blocks TGF-b signaling. HepG2 CAGA-GFP TGF-b/SMAD3 reporter, GFP fluorescence, 18 h; TGF-beta stimulated, 500 pg/mL final. Potency, µM (highest dose often 46.1 µM), for the others: at the highest dose activity, negative = inhibition, actives largely listed as inhibitors. hit rate 1.2% among 410,000. AID 588855; further: potency means the concentration at half of the fitted maximal effect; on the % scale 0 is the no-effect control and ±100 the full control effect; nearly all actives have a fitted effect of over 65% in size
#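 HEPG2 CAGA-GFP reporter cells (1000/well, DMEM with 1% FBS) received compounds, then recombinant TGF-beta at 500 pg/mL final for 18 hours at 37 degrees C. Per-cell GFP summed per well was normalised to unstimulated and stimulated DMSO controls before curve fitting.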
# S2 tox – reduces viability in counter-screen for ATXN expression inhibitors. AID 651635. hit rate 0.49% among 400,000. S2 cells (HEK-293 line with an ATXN2-luciferase reporter) viability, CellTiter-Fluor protease fluorescence, 24 h. Potency, µM (doses to about 56.7 µM), usual class: cytotoxic; further: potency means the concentration at half of the fitted maximal effect; nearly all actives have a fitted effect of over 40% in size
# Nrf2 ARE act – activates Nrf2 signaling. AREc32 ARE-luciferase reporter (MCF7-derived line), luminescence, 24 h. Potency, µM (titrated, usually from 46.1 µM), for the others: at the highest dose activation, most hits filed as activators. hit rate 0.31% among 410,000. AID 624171; further: potency means the concentration at half of the fitted maximal effect; % of control where 0% means no effect; nearly all actives have a fitted effect of over 65% in size
#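 Luciferase luminescence (Steady-Glo, 30 min at room temperature) served as the read-out of ARE activation in AREc32 cells treated with compounds for 24 hr at 37 deg C.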
# HepG2 viability – HepG2 cytotoxicity, counter-screen for TGF-b inhibitors. Potency, µM (top dose mostly 46.1 µM), for the others: at the top dose activity change, negative = cytotoxicity, most hits filed as cytotoxic. HepG2 CAGA-GFP viability, ATP luminescence, 18 h. hit rate 0.76% among 410,000. AID 588856; further: potency means the concentration at half of the fitted maximal effect; some results filed as inactive show a strong effect at the top dose
#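 CellTiter-Glo luminescence gave cytotoxicity after 18 hours at 37 degrees C. The cells were HepG2 CAGA-GFP in 1% FBS DMEM, stimulated with 500 pg/mL TGF-beta after compound addition. %Activity was normalised to no-cell wells (complete cell-killing) and DMSO (no toxicity), and curves were fitted and classified.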
# IL1B secr inh – inhibitors of inflammasome signaling (IL-1 beta secretion); THP-1 LPS/ATP IL-1B secretion, AlphaLISA, 16 h; stronger effect = lower value; activity change, % at 57.5 µM; hit rate 4.7% among 360,000; AID 743279; in the data active means activity change below about -50%; inconclusive means mostly about -30% to -49%; further: on the % scale 0 is the no-effect control and ±100 the full control effect
#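 Secreted IL-1B measured by AlphaLISA bead assay after 16 h compound exposure of THP-1 cells; compounds (final up to 57.5 uM) added 1 h before LPS (250 ng/mL) and ATP (1.25 mM) stimulation; lower signal means less secretion.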
# * = called active by the depositor; i = inactive; ? = inconclusive; nt = not tested or not shown; ! = not confirmed by another sample; [ ] = another dose, or the depositor's remark. Unless noted, the call rests on the fitted dose curve; in most records, active means well fitted curve in the direction sought with a large enough effect; inconclusive means small, poorly fitted or top-dose-only effect, or another doubt; inactive means no such curve, though single readings can be large; an effect the other way counts as inactive or inconclusive. Rows were taken by chance (roughly 8.8% active in at least one column).
SMILES,A549 tox,Nrf2 inh,MCF10A rerep,ATXN2 expr inh,TGFb SMAD3 inh,S2 tox,Nrf2 ARE act,HepG2 viability,IL1B secr inh
COc1ccccc1/C=C/CN1CCC(n2nccc2NC(=O)CCc2ccccc2)CC1,?,?,15%,nt,?,?,-0.8%,-36%,-28
Cc1sc(N2C(=O)C3C(C2=O)[C@H]2C=C[C@@H]3C2)c(C#N)c1C (stereo not given in full),-2%,-3%,1%,-3%,0%,i,0.0%,-29%,0
COc1cccc(CNC(=O)C2CCN(C(=O)N3CC(C)Oc4ccccc43)CC2)c1 (stereo not given),7%,-19%,-8%,-2%,-18%,i,4.4%,4%,-13
CCCCCCCCNC(C)C(O)c1ccc(SC(C)C)cc1 (stereo not given),-13%,-24%,24µM*!,25µM*!,?,?,3.8%,-102%,-86*
COCCN(C(=O)COc1ccccc1)c1nnc(-c2cccnc2)s1,-6%,-12%,-8%,1%,-3%,i,0.0%,-14%,-5
CCOC(=O)c1csc(NC(=O)c2ccc(OCC)cc2)n1,-23%,21µM*,-1%,?,-30%,i,-0.2%,-17%,11
CCNC(=O)c1ccc2nc(CCc3ccccc3)oc2c1,3%,nt,nt,nt,8%,nt,1.3%,-2%,nt
COc1ccc(C(=O)Nc2ccccc2C(=O)N2CCOCC2)cc1,-4%,2%,8%,-4%,-8%,?,0.5%,-4%,-19
CCc1noc(C)c1C(=O)N1CCCSC1=Nc1ccccc1,0%,2%,5%,-9%,0%,i,0.3%,-19%,-3
NNc1ccc([N+](=O)[O-])c2[nH][nH]c(=O)c12,nt,nt,nt,nt,-27%,i,17%,5%,-30
CCN(CCCNC(=O)c1cc2c(=O)n(C)c3ccccc3c2s1)Cc1ccccc1,1%,0%,nt,nt,19%,nt,9.5%,-27%,nt
Cc1ccc(NC(=O)CCCc2nc(-c3ccco3)no2)cc1Cl,1%,?,nt,nt,?,nt,7.1%,-23%,nt
CN1CCN(c2ccc(S(=O)(=O)N3CCCCC3)cc2NC(=O)COc2ccc([N+](=O)[O-])cc2)CC1,-8%,16%,8%,6%,-2%,i,0.6%,-11%,-15
C=C(C)C(=O)Nc1ccc(NC(C)C)cc1,-10%,-3%,2%,nt,14%,i,-0.6%,14%,-20
CCOc1ccc(C(=O)COC(=O)c2cc(=O)[nH]c3ccccc23)cc1,-1%,5%,0%,8%,-1%,i,0.3%,-17%,10
COc1ccc(NC(=O)CN2C(=O)CCn3nc(-c4cccn4C)cc32)cc1Cl,8%,nt,nt,-2%,6%,i,1.4%,-24%,nt
O=C1CCC(C(=O)NCc2cccnc2)N1 (stereo not given),-1%,2%,?,1%,0%,i,0.2%,9%,11
O=C1CN(C(=O)c2cc3ccccc3o2)c2ccccc2N1,0%,-2%,2%,11%,-1%,i,3.4%,-6%,16
O=C(/C=C/c1ccccc1[N+](=O)[O-])NCC1CCCO1 (stereo not given),1%,1%,-7%,12%,?,i,4.0%,11%,12
COCCNC(=S)N/N=C/c1ccccc1C(=O)O,-14%,-19%,-3%,5%,-3%,i,-0.2%,-18%,12
CCOC(=O)N1CCN(C(=O)Nc2ccccc2)CC1,-2%,-11%,0%,-7%,-5%,i,0.0%,0%,11
COc1cc(CCC(=O)OCc2ccccc2C#N)cc(OC)c1OC,0%,9%,-1%,-13%,-2%,i,0.5%,-3%,0
CCOC(=O)C1CCN(C2CC(=O)N(c3cccc(Cl)c3)C2=O)CC1 (stereo not given),10%,7%,2%,19%,-1%,i,2.7%,-1%,-8
CCOCCCNC(=S)Nc1ccc2nc(N3CCCC3)cc(C)c2c1,-12%,-13%,1%,-3%,0%,?,-0.6%,-9%,?
O=S(=O)(CCN1C=CC(C(F)(F)F)=NCC1)c1ccc(F)cc1,2%,4%,3%,-10%,23%,i,-0.2%,-3%,-17

# (next part)
SMILES,A549 tox,Nrf2 inh,MCF10A rerep,ATXN2 expr inh,TGFb SMAD3 inh,S2 tox,Nrf2 ARE act,HepG2 viability,IL1B secr inh
N#Cc1cnn(-c2ccccc2)c1N,-10%,8%,2%,-1%,9%,i,-0.2%,-21%,-1
O=C1c2oc3ccccc3c(=O)c2C(c2cccc(O)c2)N1c1nncs1 (stereo not given),1%,11%,nt,nt,-1%,nt,12%,-1%,nt
O=C(/C=C/c1ccccc1)c1ccc2ccccc2c1,3%,?,?,62%[activator],?,i,-1.0%,20µM*,?
CC(NC(=O)c1ccncc1)c1ccc(Cl)cc1Cl (stereo not given),2%,-22%,10%,-31%,0%,i,0.5%,-7%,-4
O=C(C1CCN(S(=O)(=O)c2cccc3cccnc23)CC1)N1CCN(c2ccc(Cl)cc2)CC1,-3%,?,-18%,?,?,?,0.7%,-25%,13
CCOc1ccc(CCNC(=O)Nc2cccc(OC)c2)cc1OCC,-3%,?,-1%,-2%,-1%,i,0.0%,6%,-2
CC1(C)Cc2c(cnn2-c2ccccc2)C(=O)/C1=N\NC(=O)c1ccccc1N,0%,2%,2%,0%,-20%,i,-0.7%,-5%,-27
Cn1nc(C(C)(C)C)cc1C(=O)NN1CCOCC1,0%,3%,2%,4%,0%,i,0.1%,-1%,26
O=C1CCc2cc(S(=O)(=O)NC(Cc3ccccc3)C(=O)NCC3CCCO3)ccc2N1 (stereo not given),0%,-5%,1%,-6%,0%,i,-1.1%,-30%,21
CC(C)NC(=O)c1cc2cc([N+](=O)[O-])ccc2s1,0%,nt,-7%,-10%,?,i,0.4%,-5%,-7
Cc1nn2c([nH]c(=O)c3ccccc32)c1C=O,0%,19%,28%,-2%,-5%,i,-0.4%,0%,10
CC(C)CNC(=O)COC(=O)c1ccc(Cl)c(S(=O)(=O)N2CCc3ccccc32)c1,1%,2%,17%,13%,?,i,0.5%,-2%,25
CCN1C(=O)C2(SC(NC(C)=O)=NN2C(C)=O)c2cc(C)cc(C)c21 (stereo not given),-4%,-5%,-11%,-13%,-6%,i,0.6%,-12%,11
CCC(=O)Nc1ccc(C(=O)NNC(=O)Cc2ccccc2)cc1,8%,1%,-6%,3%,6%,i,-0.2%[9.22 µM],-2%,-19
O=C(N/C(=C/c1cccs1)C(=O)N1CCCCCC1)c1ccccc1,-11%,-29%,14%,10%,-35%,i,0.0%,34%,0
CCN1CCN(C(c2cccs2)C(C)NC(=O)C(C)C)CC1 (stereo not given),2%,2%,-9%,-8%,-22%,nt,-0.6%,-5%,14
Cc1ccccc1C(=O)Nc1cccc(N)c1,-4%,14%,-1%,7%,0%,i,2.6%,3%,-15
O=C(CN1CCCC1c1cccs1)N1CCN(S(=O)(=O)c2cccc(F)c2)CC1 (stereo not given),0%,6%,0%,-4%,-17%,i,0.0%,-26%,0
Cc1ccc(C)c(CNS(=O)(=O)c2c(C(=O)N3CCCC3)c(C)n(C)c2C)c1,7%,3%,-1%,3%,13%,i,0.2%,0%,6
Cc1cccc(OCCCC(=O)Nc2nccs2)c1,?,?,14%,?,-14%,i,0.3%,-35%,34
O=C(CNC(=O)c1cnccc1C(F)(F)F)c1cccc(Cl)c1,-2%,13%,?,3%,6%,i,18%,2%,nt
O=S(=O)(c1cccc(S(=O)(=O)N2CCC(Cc3ccccc3)CC2)c1)N1CCOCC1,3%,-2%,8%,-5%,?,i,-0.1%,-43%,-14
Cc1ccnc2nc(C(=O)OCC(=O)Nc3ccc([N+](=O)[O-])cc3Br)nn12,2%,-6%,-1%,4%,2%,?,0.2%,21%,-4
OCC1(CCOc2ccccc2)CCN(CCCn2cccn2)CC1,16%,-1%,0%,-16%,7%,?,-0.5%,18%,-7
O=C(c1ccc(OC2CCN(Cc3ccccn3)CC2)cc1)N1CCCC(O)C1 (stereo not given),0%,12%,1%,-3%,-6%,i,-0.6%,-29%,?
OC(CCCN1CCCCC1)(c1ccccc1)c1ccc(C(F)(F)F)cc1 (stereo not given),-4%,-1%,21µM*,?,-3%,?,6.7%,-9%,-22

# Compound profiles (already shown):
# O=C(/C=C/c1ccccc1)c1ccc2ccccc2c1 across the screens: A549 tox = 3%; Nrf2 inh = ?; MCF10A rerep = ?; ATXN2 expr inh = 62%[activator]; TGFb SMAD3 inh = ?; S2 tox = i; Nrf2 ARE act = -1.0%; HepG2 viability = 20µM*; IL1B secr inh = ?
# O=C1c2oc3ccccc3c(=O)c2C(c2cccc(O)c2)N1c1nncs1 (stereo not given) across the screens: A549 tox = 1%; Nrf2 inh = 11%; MCF10A rerep = nt; ATXN2 expr inh = nt; TGFb SMAD3 inh = -1%; S2 tox = nt; Nrf2 ARE act = 12%; HepG2 viability = -1%; IL1B secr inh = nt
# CCC(=O)Nc1ccc(C(=O)NNC(=O)Cc2ccccc2)cc1 across the screens: A549 tox = 8%; Nrf2 inh = 1%; MCF10A rerep = -6%; ATXN2 expr inh = 3%; TGFb SMAD3 inh = 6%; S2 tox = i; Nrf2 ARE act = -0.2%[9.22 µM]; HepG2 viability = -2%; IL1B secr inh = -19

# Individual results from above:
# `CC(C)NC(=O)c1cc2cc([N+](=O)[O-])ccc2s1` | ATXN2 expr inh = -10%
# `O=C1CCc2cc(S(=O)(=O)NC(Cc3ccccc3)C(=O)NCC3CCCO3)ccc2N1` (stereo not given) | Nrf2 ARE act = -1.1%
# `O=C(c1ccc(OC2CCN(Cc3ccccn3)CC2)cc1)N1CCCC(O)C1` (stereo not given) | TGFb SMAD3 inh = -6%
# `CCN1C(=O)C2(SC(NC(C)=O)=NN2C(C)=O)c2cc(C)cc(C)c21` (stereo not given) | Nrf2 inh = -5%
# `OC(CCCN1CCCCC1)(c1ccccc1)c1ccc(C(F)(F)F)cc1` (stereo not given) | TGFb SMAD3 inh = -3%
# `CCC(=O)Nc1ccc(C(=O)NNC(=O)Cc2ccccc2)cc1` | IL1B secr inh = -19
# `CCOc1ccc(CCNC(=O)Nc2cccc(OC)c2)cc1OCC` | HepG2 viability = 6%
